TDP2 absorb: TDP2 (human) inhibition, absorbance primary screen; O95551; recombinant TDP2, T5PNP hydrolysis, p-nitrophenol absorbance 415 nm; inhibition, % at 12.8 µM; 370,000 tested, 0.34% active; AID 720702;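 active means inhibition above the mean of all tested compounds plus 3 SD, set per campaign, cut at about 25% in these data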;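 further: 0% = DMSO with enzyme and 100% = buffer with substrate but no TDP2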
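System: recombinant human TDP2 / Amount: 120 nM TDP2 per well / Also added: 5 mM T5PNP chromogenic substrate / Doses: 12.8 µM single point, 1% DMSO / Incubation: 2 h at 37 °C / Detection: p-Nitrophenol epi absorbance / Evaluation: % inhibition relative to enzyme-containing and enzyme-free wells / Repeats: singlicate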
ARFGAP1 inhibitor: rat ARFGAP1 inhibition; 360,000 tested, 0.26% active; Arfgap1-stimulated ARF1 GTP hydrolysis, GDP FP detection; inhibition, % at 16.5 µM; Q62848;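 active means inhibition above a per-plate limit, mean inhibition of low control wells plus 3 SD, cut at about 25% in these data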;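 further: 0% = DMSO wells with enzyme and 100% = wells lacking Arfgap1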
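Assay system: Rat Arfgap1 GAP domain (His6, aa 1-136), purified enzyme | Buffer or medium: HEPES 25 mM pH 7.5, NaCl 150 mM, MgCl2, DTT | Schedule: GTP hydrolysis reaction 2 h at 25 °C | Signal: FP of antibody-bound GDP Alexa 633 tracer, ex 620/em 688 nm | Measure: Percent inhibition of Arfgap1-stimulated GTP hydrolysis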
Tn6 DDE FP: disrupts Tn6 cyclic peptide binding to fibrin D-Dimer-E complex; inhibition, % at 8.3 µM; P02675; AID 720509; Fibrin DD(E) TRITC-Tn6 fluorescence polarization displacement; 370,000 tested, 0.21% active;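 active means inhibition above a per-campaign cutoff: mean of compounds within control limits plus 3 SD, cut at about 15% in these data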;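 further: 0% = median of all compound wells on the plate and 100% = blocking peptide control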
Target sequence (P02675 whole entry, looked up): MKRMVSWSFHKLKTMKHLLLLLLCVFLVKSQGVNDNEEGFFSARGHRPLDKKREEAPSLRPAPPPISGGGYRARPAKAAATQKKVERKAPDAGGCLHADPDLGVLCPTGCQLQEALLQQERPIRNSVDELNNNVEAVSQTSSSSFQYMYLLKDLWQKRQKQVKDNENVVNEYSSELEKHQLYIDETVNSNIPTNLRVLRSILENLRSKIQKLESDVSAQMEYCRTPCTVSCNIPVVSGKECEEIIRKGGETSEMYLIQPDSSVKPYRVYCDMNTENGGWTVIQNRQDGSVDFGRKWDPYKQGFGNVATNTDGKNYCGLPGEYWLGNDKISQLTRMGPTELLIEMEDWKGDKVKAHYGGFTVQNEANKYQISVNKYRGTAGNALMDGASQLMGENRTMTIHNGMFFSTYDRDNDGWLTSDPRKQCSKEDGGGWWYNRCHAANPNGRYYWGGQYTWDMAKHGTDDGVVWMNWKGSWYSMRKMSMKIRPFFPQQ
PLC-beta3 inh: PLC-beta3 (human) inhibition, primary screen; Purified PLC-beta3, fluorogenic substrate, fluorescence; 370,000 tested, 0.18% active; AID 720704; Q01970; inhibition, % at 12.2 µM; in the data active means inhibition above about 11%;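 further: 0% = median of compound wells on plate and 100% = full blocker control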
Tn7 DDE FP: DD(E)-Tn7 binding inhibition, primary FP screen | P02675 | FP displacement of FITC-Tn7 peptide from fibrin DD(E); 0% = median of compound wells per plate | inhibition, % at 8.3 µM | 370,000 tested, 0.13% active;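 active means inhibition above the mean of compounds falling within the control limits plus 3 SD of them, cut at about 14% in these data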;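 further: 0% = plate median of compound wells and 100% = 10 µM Aha-Tn7 peptide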
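assay system = human clot-derived fibrin DD(E) complex | quantity = Fibrin-DD(E) at 2 µM final | timing = 10 min preincubation, 3 h with tracer, room temperature | signal = fluorescence polarization | measure = percent inhibition | benchmarks = high control wells with 10 µM unlabelled Aha-Tn7 peptide (full inhibition) | replicates = singlicate testing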
PLCg1 inh: PLC-gamma1 (human) inhibition, primary screen. P19174. AID 720700. inhibition, % at 12.2 µM. 370,000 tested, 0.84% active. purified PLC-gamma1, fluorogenic substrate, fluorescence; in the data active means inhibition above about 9.5%
ADAM10 inh: ADAM10 inhibition, QFRET primary screen. O14672. inhibition, % at 7 µM. recombinant ADAM10, EDANS/DABCYL FRET peptide cleavage, 3 h. 370,000 tested, 0.62% active. AID 720582;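 active means inhibition above a per-campaign cutoff equal to the mean of compounds falling between control-based bounds plus 3 SD, cut at about 20% in these data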;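 further: 0% = DMSO wells while the 100% control is not disclosed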
ADAM17 inh: ADAM17 inhibition, QFRET primary screen; P78536; inhibition, % at 6.95 µM; recombinant ADAM17, EDANS/DABCYL FRET peptide cleavage; 370,000 tested, 0.83% active;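 active means inhibition above the mean of compounds lying between control limits plus 3 SD, set per campaign, cut at about 8.5% in these data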;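 further: 0% = DMSO-only wells as the low control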
Target sequence (P78536 215-824 limits assumed): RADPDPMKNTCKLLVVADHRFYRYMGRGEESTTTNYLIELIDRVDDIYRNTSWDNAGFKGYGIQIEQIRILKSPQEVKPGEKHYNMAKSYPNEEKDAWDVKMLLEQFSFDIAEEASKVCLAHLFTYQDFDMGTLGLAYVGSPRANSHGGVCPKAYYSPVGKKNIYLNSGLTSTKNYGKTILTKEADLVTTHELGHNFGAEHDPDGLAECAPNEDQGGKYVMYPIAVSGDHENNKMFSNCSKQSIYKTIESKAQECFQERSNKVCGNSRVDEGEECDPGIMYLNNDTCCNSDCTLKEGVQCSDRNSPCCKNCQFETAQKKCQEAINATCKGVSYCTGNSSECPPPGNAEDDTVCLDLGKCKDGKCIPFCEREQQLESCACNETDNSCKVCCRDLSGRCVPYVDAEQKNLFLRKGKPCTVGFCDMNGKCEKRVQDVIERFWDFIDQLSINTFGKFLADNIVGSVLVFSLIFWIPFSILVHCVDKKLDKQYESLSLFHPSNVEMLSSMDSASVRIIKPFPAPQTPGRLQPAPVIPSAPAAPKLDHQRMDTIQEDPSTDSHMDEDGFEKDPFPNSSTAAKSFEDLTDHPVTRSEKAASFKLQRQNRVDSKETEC
SIAE inh: inhibitors of human sialic acid acetylesterase SIAE | 370,000 tested, 0.69% active | AID 1053197 | Q9HAT2 | inhibition, % at 9.66 µM | SIAE FP-Rh probe binding, fluorescence polarization;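 active means inhibition above a cutoff: mean of compounds within the control limits plus 3 SD of those, cut at about 17% in these data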;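 further: 0% = plate median of compound wells and 100% = probe without SIAE protein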
ASAP1 inh: blocks human ASAP1-stimulated Arf1 GTP hydrolysis | 360,000 tested, 0.19% active | GDP FP detection | inhibition, % at 16.5 µM; in the data active means inhibition above about 25%;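 further: 0% = vehicle with enzyme and substrate and 100% = no enzyme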
An asterisk follows results filed as active; . = not tested or not shown.

SMILES	TDP2 absorb	ARFGAP1 inhibitor	Tn6 DDE FP	PLC-beta3 inh	Tn7 DDE FP	PLCg1 inh	ADAM10 inh	ADAM17 inh	SIAE inh	ASAP1 inh
CCOc1ccc(C(=O)NCC(=O)OCC(=O)Nc2ccc(C)c(S(=O)(=O)N(C)C)c2)cc1	8	-8	-1	2	1	1	-10	-1	-1	0
CC(=O)Nc1ccc(N(CC(O)Cn2c3ccccc3c3ccccc32)S(=O)(=O)c2ccc(C)cc2)cc1 (stereo not drawn)	6	24	-1	-1	-5	-1	29*	10*	-97	13
C=CCn1c(COc2ccc(Cl)cc2)nnc1SCC(=O)c1ccc(-c2ccccc2)cc1	-6	.	3	5	-3	-3	1	3	0	.
COc1ccc(/C=N/NC(=O)c2nonc2C)cc1	-1	12	1	3	-1	2	-6	-4	-1	-6
Brc1ccccc1-c1nc2c3ccccc3ncn2n1	0	0	0	-27	2	-18	-46	-10	-2	0
COc1ccc([N+](=O)[O-])cc1/C=N/Nc1nn[nH]n1	4	-2	-3	0	-5	1	3	0	-1	-5
Cc1c(Cl)cccc1NC(=O)Cc1cccs1	-19	-10	2	2	3	2	17	2	-1	-6
C=CCOc1ccc(Oc2cc(C)nc(SC)n2)nn1	-9	5	-4	5	-3	4	-5	-1	4	1
COc1ccc(NC(=O)CCCC2CCCCC2)c(OC)c1	15	4	6	-6	3	-1	0	1	3	0
Cc1onc(-c2ccccc2Cl)c1C(=O)NCc1ccccc1F	7	-1	-1	-5	5	2	-8	-2	-4	-5
Clc1ccc(/C=N\Nc2ccccc2)cc1	-1	8	-6	-6	1	-3	-11	-4	0	-5
CC(C)c1nnc(NC(=O)CN2C(=O)c3ccccc3C2=O)s1	-12	-4	-10	2	-8	1	2	-2	1	14
COC(=O)c1sccc1-c1ccc(C(=O)Nc2ccccc2)o1	12	-2	-7	-30	-2	-21	3	0	-28	16
CCOc1cc2c(cc1C(C)(C)C)NC(=O)CS2	-5	-4	6	0	-5	7	9	2	2	-18
c1ccn(CCc2ccncc2)c1	-4	10	5	2	-2	-2	-4	-1	4	-8
CCOC(=O)CNC(=O)CSc1ncnc2c1cnn2-c1ccc(Cl)cc1	2	8	-4	-1	5	-1	1	0	-2	5
COc1ccccc1-c1cnc2c(c1)C(=O)N([C@@H](C)CO)C[C@@H](C)[C@H](CN(C)C(=O)c1cccnc1)O2	0	7	4	1	1	0	-13	-4	-1	-7
C[C@@H]1CN([C@H](C)CO)S(=O)(=O)c2ccc(Br)cc2O[C@@H]1CN(C)Cc1ccc(-c2ccccc2)cc1	-2	14	-3	-2	3	-1	-12	-2	-11	10
Cc1ccc(C(=O)CCC(=O)OCC(=O)N(CC(C)C)c2c(N)n(Cc3ccccc3)c(=O)[nH]c2=O)cc1	4	6	4	-5	-5	-1	-3	-1	5	-14
Cc1ccc(C)c(NC(=S)Nc2cccnc2)c1	-9	3	0	4	-4	1	-2	-2	6	-8
Cc1ccc(COc2ccc(S(=O)(=O)N3CCCC3)cc2C(N)=O)cc1	4	-10	5	-5	8	-1	-4	-4	-3	-5
CS(=O)(=O)N1CCN(C(=O)Cc2ccccc2Cl)CC1	1	8	4	0	3	0	-1	0	-9	4
COc1cccc(CN(C)Cc2nc3cc(C(F)(F)F)ccc3c(=O)[nH]2)c1	7	-1	-1	-7	-3	0	-3	-3	-3	-7
Cn1cc([N+](=O)[O-])c(C(=O)NNC(=O)c2ccc([N+](=O)[O-])cc2)n1	-17	16	-2	10	2	5	5	8.8*	-3	18
Cc1cccc(NC(=O)COC(=O)CC2CCCC2)c1C	-2	2	10	-7	7	-1	-10	-1	-1	-7
C[C@@H]1CN([C@H](C)CO)S(=O)(=O)c2ccc(C#Cc3ccccc3F)cc2O[C@@H]1CN(C)C(=O)Cc1ccccc1	-6	15	-3	-29	-5	-28	-3	1	-12	12
Cn1c2ccccc2c2nnc(NN)nc21	-16	13	-3	0	-5	3	8	2	-8	0
COc1ccc(COC[C@H](C)[C@H](O)[C@@H](C)[C@H]2OC(=O)[C@@H]2C)cc1	4	-17	1	4	4	1	3	-2	2	0
Cc1ccc(CN(Cc2ccco2)S(=O)(=O)c2ccc(S(=O)(=O)NCC3CCCO3)cc2)cc1 (stereo not drawn)	-4	3	-6	1	1	0	2	-2	5	1
Cc1ccc(C(=O)NCCNS(=O)(=O)c2ccccc2)cn1	-1	-10	10	2	-4	4	-2	2	0	9

As a short view, two of the compounds above.
SMILES	TDP2 absorb	ARFGAP1 inhibitor	Tn6 DDE FP	PLC-beta3 inh	Tn7 DDE FP	PLCg1 inh	ADAM10 inh	ADAM17 inh	SIAE inh	ASAP1 inh
Cn1cc([N+](=O)[O-])c(C(=O)NNC(=O)c2ccc([N+](=O)[O-])cc2)n1	-17	16	-2	10	2	5	5	8.8*	-3	18
Cc1cccc(NC(=O)COC(=O)CC2CCCC2)c1C	-2	2	10	-7	7	-1	-10	-1	-1	-7

Next structures follow:
SMILES	TDP2 absorb	ARFGAP1 inhibitor	Tn6 DDE FP	PLC-beta3 inh	Tn7 DDE FP	PLCg1 inh	ADAM10 inh	ADAM17 inh	SIAE inh	ASAP1 inh
O=C(NCc1ccco1)c1cc(S(=O)(=O)NC2CC2)ccc1Br	5	-2	-3	2	-10	0	-11	-3	-2	-11
C=CCOc1ccc(C2NC(=S)NC(C)=C2C(=O)c2ccccc2)cc1OC (stereo not drawn)	3	4	-2	-5	-3	-2	-4	2	-5	-1
COc1ccc(CCn2c(-c3cccc([N+](=O)[O-])c3)nc3nc4ccccc4nc32)cc1OC	-6	6	-9	0	5	1	-7	2	-5	-1
Cc1ccc(CCNS(=O)(=O)c2c(C)nc3sccn3c2=O)cc1	-9	10	4	-4	-6	-2	-50	-10	0	8
O=C(NCc1ccncc1)C(=O)NCC1OCCN1S(=O)(=O)c1ccc(F)cc1 (stereo not drawn)	-11	12	0	-6	-6	0	-11	-3	-2	1
CC(=O)c1ccc(Nc2nc(CN)cs2)cc1	-1	12	-6	-36	7	-20	-15	1	4	10
Cc1cc(C)cc(NC(=O)C(C)N2C(=O)c3ccccc3C2=O)c1 (stereo not drawn)	6	1	1	3	-6	5	-6	0	-9	-5
O=C(Nc1sc2c(c1C(=O)NCC(O)CO)CCCC2)c1ccccc1 (stereo not drawn)	5	-1	0	-26	-3	-16	-10	-4	-7	5
COc1cc(NC(=O)c2csc3c2CCCC3)ncn1	-18	-7	0	0	4	6	3	1	-8	8
O=C(CSc1nnc(-c2ccncc2)o1)Nc1cccc(F)c1	5	-13	-3	-6	-7	1	-9	-3	-1	3
COc1ccc(CN2C(=O)C(C)N(C(=O)c3c(F)cccc3F)c3ccccc32)cc1 (stereo not drawn)	2	-12	7	-5	3	-1	3	6	-1	1
CC1(C)CC(=O)C2=C(C1)NC(SCC(=O)Nc1ccccc1)=C(C#N)C2c1ccco1 (stereo not drawn)	-2	1	-5	-6	-1	1	5	2	-7	7
C=CCNC(=O)Nc1ccc2nc(C)sc2c1	6	-10	-4	-6	-6	-5	-13	-7	1	-1
COc1ccc(OC)c(CCNC(=O)CC2(CC3=NS(=O)(=O)c4ccccc4N3)CCCC2)c1	-4	-9	4	8	-1	2	-3	8	-5	5
CC(C)CC1Nc2ncnc(N3CCOCC3)c2N(Cc2ccc(Br)cc2)C1=O (stereo not drawn)	1	8	9	-4	-4	-1	-4	-4	-2	-1
S=C(NCCCN1CCOCC1)Nc1ccc(Nc2ccccc2)cc1	3	1	-2	4	2	1	0	1	7	4
O=C(O)CSc1nnc2n(-c3ccccc3)c(=O)c3ccccc3n12	9	-10	6	-13	6	-1	-3	-6	5	-14
CCn1c(=O)c(C(=O)NNS(=O)(=O)c2ccc(NC(=O)OC)cc2)c(O)c2ccccc21	13	-14	5	-1	0	1	0	-1	7	14
CNc1ncnc2c1ncn2[C@H]1CN(Cc2ccc(Cl)cc2)C[C@@H](CO)O1	0	12	6	1	-5	1	-4	-5	-1	0
O=C(Nc1ccnn1C1CCN(Cc2c(F)cccc2Cl)CC1)C1CCCC1	8	10	-3	-3	3	1	3	2	2	-25
CCOc1ccc(-c2csc(N3CCC(C(N)=O)CC3)n2)cc1	1	.	0	1	-5	4	2	-1	-3	.
Oc1[nH]c2ccccc2c1N=NC(=S)NCCc1ccccc1	-3	13	-3	-1	3	-1	12	6	-1	9
CCc1ccc(-c2nc(SCC(=O)c3c(N)n(C)c(=O)n(C)c3=O)n[nH]2)cc1	-10	6	9	7	-10	6	1	3	1	4
CS(=O)(=O)c1ccc(CNC(=O)[C@]2(C(F)(F)F)C[C@H](CCc3ccccc3)CCCO2)cc1	-3	-5	6	3	0	3	5	2	-2	4
CNC(=S)N(CCc1c(C)[nH]c2ccc(C)cc12)Cc1cc(OC)c(OC)c(OC)c1	-8	-2	6	-1	1	-4	12	5	2	14
O=C(Cc1cn2ccsc2n1)Nc1cccc2cnccc12	-3	8	-1	-3	-2	-3	-1	-5	-2	3
Nc1nonc1-n1nnc(C(=O)N/N=C/c2c(Cl)cccc2Cl)c1CSC1=NCCS1	4	-11	1	-5	-1	-1	-3	-3	-6	1
Cc1ccc(COc2ccsc2C(=O)O)cc1	13	3	5	1	1	0	3	0	-1	7
CC(C)C(N)c1csc(Nc2cc(Oc3ccccc3)ncn2)n1 (stereo not drawn)	-4	5	-8	1	-3	1	-16	-5	-1	5
CC(=O)c1ccc(NC(=O)C(C)OC(=O)C2CC(=O)N(c3ccc4c(c3)OCCO4)C2)cc1 (stereo not drawn)	-6	5	4	-5	2	1	-7	-1	0	12
O=C(NCC(=O)N(Cc1ccco1)C(C(=O)NC1CCCC1)c1cccnc1)c1ccco1 (stereo not drawn)	11	-7	8	1	-1	1	4	-1	0	8
CCCC(=O)C1=C(O)C(C(=O)OC)C(C)(C)CC1=Nc1ccccc1 (stereo not drawn)	-2	5	-4	-2	-2	7	-1	-4	0	7
Cn1c2cc(Br)sc2c2cnn(Cc3c(F)cccc3Cl)c(=O)c21	-3	8	7	2	3	0	-11	-2	5	10
CCP(=O)(c1ccccc1)C(C)(C)O (stereo not drawn)	4	4	-1	-350	-5	1	8	-2	-2	-11
CN1CCN(C2CN(Cc3ccccc3)S(=O)(=O)C2)CC1 (stereo not drawn)	-2	-8	3	2	5	-3	-9	-2	5	-3
CCOc1ccc(NC(=O)CN(C)C(=O)Cc2sc(C)nc2-c2ccc(F)cc2)cc1OCC	-5	-16	0	-6	5	0	-10	-9	1	-7

Screens: PubChem, The Scripps Research Institute Molecular Screening Center
